AMPAR-TARP mod: GluA2-stargazin AMPA receptor complex modulation. O88602+P19491. HEK293 GluA2+stargazin, membrane potential dye (FDSS), glutamate EC50; hits were called plate by plate, in both directions. calls only at 30 µM. 40,000 tested, 3.5% active. AID 1259245;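 active = any of four per-well response measures lying three or more SD from its plate-wide compound average, in either direction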
Target sequence (O88602 whole entry, looked up): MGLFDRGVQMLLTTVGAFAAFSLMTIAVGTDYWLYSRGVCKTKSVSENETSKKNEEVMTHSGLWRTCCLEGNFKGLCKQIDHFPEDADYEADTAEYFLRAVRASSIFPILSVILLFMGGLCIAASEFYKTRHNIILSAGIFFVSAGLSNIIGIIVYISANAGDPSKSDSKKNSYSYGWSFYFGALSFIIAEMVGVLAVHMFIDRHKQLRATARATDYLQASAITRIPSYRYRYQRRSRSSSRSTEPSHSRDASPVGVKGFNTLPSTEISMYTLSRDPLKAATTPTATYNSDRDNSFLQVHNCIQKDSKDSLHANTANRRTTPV
Target sequence (P19491 whole entry, looked up): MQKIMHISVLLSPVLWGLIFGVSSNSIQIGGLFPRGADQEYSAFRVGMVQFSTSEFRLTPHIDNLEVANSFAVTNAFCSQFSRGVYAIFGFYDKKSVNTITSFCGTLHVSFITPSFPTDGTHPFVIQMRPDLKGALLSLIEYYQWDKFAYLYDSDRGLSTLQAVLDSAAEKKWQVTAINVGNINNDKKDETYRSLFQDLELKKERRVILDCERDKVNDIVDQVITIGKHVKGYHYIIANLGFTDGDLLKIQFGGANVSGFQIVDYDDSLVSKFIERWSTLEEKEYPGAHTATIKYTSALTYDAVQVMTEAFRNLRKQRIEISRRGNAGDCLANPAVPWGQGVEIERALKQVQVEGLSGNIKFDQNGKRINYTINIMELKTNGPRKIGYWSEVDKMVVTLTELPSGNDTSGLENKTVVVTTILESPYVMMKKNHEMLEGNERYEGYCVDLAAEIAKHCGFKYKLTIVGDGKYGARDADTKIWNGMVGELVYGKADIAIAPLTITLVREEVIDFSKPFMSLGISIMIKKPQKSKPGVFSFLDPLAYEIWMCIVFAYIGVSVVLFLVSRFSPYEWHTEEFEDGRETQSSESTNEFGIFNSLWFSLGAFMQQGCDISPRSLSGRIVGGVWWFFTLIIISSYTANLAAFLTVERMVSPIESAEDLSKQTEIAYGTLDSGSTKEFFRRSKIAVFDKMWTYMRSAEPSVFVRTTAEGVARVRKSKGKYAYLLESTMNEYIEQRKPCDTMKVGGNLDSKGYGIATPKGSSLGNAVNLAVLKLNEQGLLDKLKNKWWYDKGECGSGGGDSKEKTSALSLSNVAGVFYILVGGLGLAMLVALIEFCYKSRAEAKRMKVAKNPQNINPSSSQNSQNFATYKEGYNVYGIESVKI
AMPAR-TARP mod agonism max-min: further read-out of AMPAR-TARP mod, marked with its call; compound max-min signal; compound-alone response (agonism);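 unitless range of fluorescence divided by baseline over first 100 seconds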
AMPAR-TARP mod glutamate slope: recorded beside AMPAR-TARP mod, whose call it bears; glutamate slope, % of max; measured here: glutamate response slope, % max;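 scaled per plate between vehicle wells and maximal 1 mM glutamate control wells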
An asterisk follows results filed as active; i = inactive; + = active, no number. Only part of the results is shown, so the mix of outcomes need not match the whole.

SMILES	AMPAR-TARP mod	AMPAR-TARP mod agonism max-min	AMPAR-TARP mod glutamate slope
O=S(=O)(Oc1ccnc2cc(Cl)ccc12)N1CCCCC1	i	0.101	56.8
COc1ccccc1NC(=O)CN1CCN(c2nccn2-c2ccc(C)cc2)CC1	i	0.0641	36.0
COc1cccc(C(=O)Nc2ccc3c(c2)CCCN3C(=O)c2ccccc2)c1OC	i	0.105	59.6
COc1ccccc1CNc1nc2c(S(=O)(=O)c3ccccc3)nnn2c2ccc(Cl)cc12	i	0.0915	36.1
CSc1ncccc1C(=O)N1CCC(CNC(=O)C(=O)Nc2ccccc2Cl)CC1	i	0.132	52.4
O=C(COc1ccccc1Cl)NCCCn1nc(-c2ccc(F)cc2)ccc1=O	i	0.046	59.7
O=C(Nc1cc(-c2ccccc2)nn1CCO)C1CCCC1	i	0.108	61.1
COc1ccc(-c2ccc(N3CCC(C(=O)Nc4cccc(Br)c4)CC3)nn2)cc1	i	0.125	56.0
O=C(NCC#CCN1CCCCC1)Nc1ccc2c(c1)OCO2	i	0.127	41.2
CCOc1ccc(C(=O)Nc2cccc(-n3c(C)nc4ccccc4c3=O)c2)cc1	i	0.0836	1.6
O=S(=O)(NCCNc1ccc(Nc2ccccn2)nn1)c1ccc(F)cc1	i	0.217	45.4
O=C(Nc1cc(-c2ccccc2)nn1CCO)c1ccsc1	i	0.122	59.2
COc1ccc(CCC(=O)Nc2ccc(CC(=O)NC3CC3)cc2)cc1	i	0.0548	34.3
O=C(CCC1CCCCC1)NCCn1nc(-c2cccnc2)ccc1=O	i	0.077	60.2
Cc1ccc(Cl)cc1N1CCN(S(=O)(=O)N2CCC(C)CC2)CC1	i	0.0842	67.0
Cn1nc2c(c1NC(=O)c1sc3ccccc3c1Cl)CCC2	i	0.0833	58.4
O=C(CCCS(=O)(=O)c1ccc(F)cc1)Nc1cccc2c1C(=O)NC2=O	i	0.0985	66.5
Cc1ccc(-c2ccc(=O)n(CC(=O)NCc3ccco3)n2)cc1C	i	0.0325	35.7
O=C(C1c2ccccc2Oc2ccccc21)N1CCN(Cc2nnnn2-c2ccc(F)c(F)c2)CC1	i	0.0422	56.6
COC(=O)c1c(NC(=O)c2nc3ncccn3n2)sc2c1CCCC2	i	0.065	34.0
Cc1ccc(C(=O)Nc2ccncc2)c(Cl)c1	i	0.0926	1.5
O=C(Nc1ccc2c(c1)N(C(=O)C1CC1)CC2)NC(c1ccccc1)c1ccccc1	i	0.124	49.3
COc1cc(C(=O)Nc2ccc(N3CCCCC3=O)c(C)c2)c([N+](=O)[O-])cc1OC	i	0.0927	48.5
CCCOC(=O)CC1C(=O)NCCN1C(=O)CCCC(=O)O (configuration not stated)	i	0.0409	38.6
COCCNC(=O)Cc1ccc(NC(=O)OC)cc1	i	0.0787	45.1
O=C(c1c[nH]c2ccccc12)N1CCN(c2ccc(N3CCOCC3)nn2)CC1	i	0.11	62.4
Cc1cc(NC(=O)C23CC4CC(CC(C4)C2)C3)ccc1N1CCCC1=O	i	0.0883	36.7
O=C(NCC1COC2(CCCCC2)O1)C1CCCCC1 (configuration not stated)	i	0.0761	99.6
COc1ccc(C(c2c(O)cc(C)n(C)c2=O)c2c(O)cc(C)n(C)c2=O)c(OC)c1	i	0.0484	66.1
Cc1cc(OCC(=O)Nc2ccc(N3CCN(C)CC3)cc2)ccc1Cl	i	0.0887	15.9
O=C(Cn1cc(-c2nnc(-c3ccco3)o2)c2ccccc21)NCc1ccccc1	i	0.144	63.3
CCCCOc1ccc(NC(=O)Nc2ccc3c(c2)CC(=O)N3)cc1	i	0.0969	52.1
O=C(NCC1CCN(C2CCCC2)CC1)C(=O)Nc1ccon1	i	0.048	57.8
O=C(Cn1c(=O)oc2ccccc21)N1CCC(c2cccs2)CC1	i	0.0905	64.8
CCc1nnc(NC(=O)c2nnn(-c3ccccc3)c2-c2ccco2)s1	i	0.052	62.5
COc1ccc(/C=C/C(=O)c2cc(Cl)cc(Cl)c2O)cc1OC	i	0.102	34.8
Cn1nc2c(c1NC(=O)CCCS(=O)(=O)c1ccccc1)CCC2	i	0.0693	53.3
Cc1cc(S(=O)(=O)NCc2ccc3c(c2)OCO3)c(C)cc1Br	i	0.114	34.0
CN(C)C(CNS(=O)(=O)c1ccc(Cl)cc1)c1ccco1 (configuration not stated)	i	0.0783	62.3
CCOc1cn(-c2ccc(F)cc2)nc1C(=O)N1CC(C)CC(C)C1 (configuration not stated)	+	0.261*	69.0*
CNC(=O)CSc1nc(-c2ccccc2)c(NC(=O)C(C)(C)C)s1	i	0.0711	49.6
COc1ccccc1N1CC(C)Cn2c1nc1c2c(=O)n(C/C=C/c2ccccc2)c(=O)n1C (configuration not stated)	i	0.0603	44.9
COc1ccc2nc(-c3ccc(OC)c(NC(=O)Cc4ccc(Cl)cc4)c3)cn2n1	i	0.0553	42.4
CC(=O)N1CCc2c(sc(NC(=O)c3cccc(Cl)c3)c2-c2nc3ccccc3s2)C1	i	0.06	24.2
CCn1c(-n2nc(C)c(C)c2C)nc2c1c(=O)n(CC(N)=O)c(=O)n2C	i	0.0925	50.5
CCc1c(C)nc(SCC(=O)OC)[nH]c1=O	i	0.0537	54.1
Cc1nc2ccccc2c(=O)n1-c1cccc(NC(=O)CC2CCCCC2)c1	i	0.0993	1.3
O=C(CN1C(=O)c2ccccc2C1=O)Nc1ccc2scnc2c1	i	0.0419	41.7

Single entries from the list:
For AMPAR-TARP mod agonism max-min, `O=C(CCCS(=O)(=O)c1ccc(F)cc1)Nc1cccc2c1C(=O)NC2=O` has 0.0985
For AMPAR-TARP mod agonism max-min, `COCCNC(=O)Cc1ccc(NC(=O)OC)cc1` has 0.0787
For AMPAR-TARP mod glutamate slope, `COc1ccccc1CNc1nc2c(S(=O)(=O)c3ccccc3)nnn2c2ccc(Cl)cc12` has 36.1

(cont.)
SMILES	AMPAR-TARP mod	AMPAR-TARP mod agonism max-min	AMPAR-TARP mod glutamate slope
COc1ccc(S(=O)(=O)Nc2ccc3c(c2)N(C(C)=O)CC3)c(C)c1	i	0.0875	57.8
COc1cc(C)ccc1S(=O)(=O)NCCCn1nc(-c2ccc(F)cc2)ccc1=O	i	0.0776	68.0
O=C(Nn1cnc2c(cnn2-c2cccc(Cl)c2)c1=O)c1ccc(-c2ccccc2)cc1	i	0.0867	64.0
CCc1ccc(NC(=O)C(=O)NCC2CCN(C(=O)c3ccncc3)CC2)cc1	i	0.0786	58.0
O=C(Nc1ccc2c(c1)CN(C(=O)c1cccs1)CC2)c1ccno1	i	0.0912	57.8
Cc1ccc(S(=O)(=O)c2nc(-c3ccco3)oc2NCc2ccco2)cc1	i	0.112	57.6
O=C1CCCCN1c1ccc(NS(=O)(=O)c2cccs2)cc1	i	0.0748	57.7
O=C(Nc1ccc(Nc2cc(-n3ccnc3)ncn2)cc1)Nc1ccccc1Cl	i	0.081	60.1
Cc1cc2ncn(CCc3noc(-c4ccccc4)n3)c2cc1C	i	0.0577	69.9
O=C(NCCN1CCN(C(=O)c2ccc3nsnc3c2)CC1)c1ccsc1	i	0.127	45.8
COc1ccc(C(=O)NCC(c2cccc3ccccc23)N(C)C)cc1OC (configuration not stated)	i	0.102	54.4
CCn1ccnc1N1CCN(C(=O)Cc2ccc(F)cc2)CC1	i	0.0823	60.2
CCOC(=O)CSc1nc2ccccc2c(=O)n1CCC(=O)NCCc1ccc(OC)c(OC)c1	i	0.115	60.8
Cc1cc(SCc2ccc(C#N)cc2)nc(SCc2ccc(C#N)cc2)n1	i	0.06	75.4
COc1ccc(NC(=O)NC2CCCCC2)cc1N1CCCC1=O	i	0.0826	51.5
Cc1ccccc1Cn1c(C2CC(=O)N(c3ccccc3)C2)nc2ccccc21 (configuration not stated)	i	0.085	59.2
CC(=O)N1CCc2c(sc3nc(SCc4cccc([N+](=O)[O-])c4)n(Cc4ccco4)c(=O)c23)C1	+	0.0508*	68.1*
Cn1ccc(C(=O)N2CCOCC2)n1	i	0.0747	57.9
CCOc1ccc(-c2nc(COC(=O)c3nnn(-c4ccc(F)cc4)c3C)c(C)o2)cc1	i	0.0429	79.5
CC(C)NCC(O)COc1ccccc1-c1ccccc1 (configuration not stated)	i	0.0677	39.2
O=S(=O)(c1ccccc1)c1nc(-c2cccs2)oc1NCCCN1CCOCC1	i	0.0996	63.0
O=C(O)c1ccc(-n2c(=S)[nH]c3cc(Cl)ccc3c2=O)cc1	i	0.129	65.6
COc1ccccc1C1(C(=O)N2CCC(c3ccsc3)CC2)CCOCC1	+	0.0935*	62.7*
COc1ccc(Cn2c(C(C)C)nc3c(c(=O)c4ccccc4n3C)c2=O)cc1	i	0.115	39.9

Sorted by the number under AMPAR-TARP mod glutamate slope (low to high): three from the list above.
SMILES	AMPAR-TARP mod	AMPAR-TARP mod agonism max-min	AMPAR-TARP mod glutamate slope
CCOC(=O)CSc1nc2ccccc2c(=O)n1CCC(=O)NCCc1ccc(OC)c(OC)c1	i	0.115	60.8
COc1ccccc1C1(C(=O)N2CCC(c3ccsc3)CC2)CCOCC1	+	0.0935*	62.7*
CCOc1ccc(-c2nc(COC(=O)c3nnn(-c4ccc(F)cc4)c3C)c(C)o2)cc1	i	0.0429	79.5

Carrying on:
SMILES	AMPAR-TARP mod	AMPAR-TARP mod agonism max-min	AMPAR-TARP mod glutamate slope
Cc1cc(Nc2ccncc2)n2nc(C)c(-c3ccccc3Cl)c2n1	i	0.139	77.2
Cc1nc(C)c(CC(=O)NCCc2cccs2)s1	i	0.0903	70.2
Cc1ccc(-c2cn3cccnc3n2)cc1NC(=O)c1c(-c2ccccc2Cl)noc1C	i	0.145	58.8
Cc1ccc(NC(=O)c2ccc(=O)n(Cc3c(F)cccc3Cl)c2)cc1	i	0.0965	49.6
O=C(Nc1ccc(Cl)cc1)Nc1ccc(N2CCCC2=O)cc1	i	0.0918	42.8
CCOc1ccccc1NC(=O)CSc1cc(N2CCCC2)ncn1	i	0.0568	63.8
Cn1cccc1C(O)CNC(=O)C1(c2cccs2)CCCC1 (configuration not stated)	i	0.0934	65.9
COc1ccc(Cl)cc1C(=O)Nc1ccc(N2CCCCC2=O)c(OC)c1	i	0.114	63.6
O=C(c1ccccc1F)N1CCC(Cn2cccn2)CC1	i	0.119	56.9
CC(C)CCNC(=O)C(=O)NC(C)(C)C	i	0.121	63.7
CN(C)S(=O)(=O)NCC1CC(=O)N(Cc2ccccc2)C1 (configuration not stated)	i	0.0501	54.4
COc1ccc2nc(N3CC(C(=O)Nc4ccc(C(N)=O)cc4)C3)sc2c1	i	0.103	61.5
Cc1cccc(Cn2c(N3CCOCC3)nc3c2c(=O)n(C)c(=O)n3C)c1	i	0.0812	66.6
Cc1cc(NC(=O)CSc2nc(=O)n(CCO)c3c2CCC3)no1	i	0.148	69.6
COc1cccc(C(CNC(=O)C(=O)Nc2ccc([N+](=O)[O-])cc2)N2CCOCC2)c1 (configuration not stated)	i	0.0434	64.7
CCc1cc(=O)oc2cc(OC(=O)c3cc(OC)c(OC)c(OC)c3)c(Cl)cc12	i	0.0703	47.9
COc1ccc(S(=O)(=O)CC(=O)N2CCN(c3ccccc3)CC2)cc1	i	0.042	37.3
COC(=O)N1CCC(CNS(=O)(=O)c2ccccc2Cl)CC1	i	0.0749	59.2
Cc1ccc2oc(=O)n(CCC(=O)O)c2c1	i	0.081	50.6
NS(=O)(=O)c1ccc(CCNC(=O)c2cnc3sccn3c2=O)cc1	i	0.0922	53.1
COc1ccc(NC(=O)CCc2ccccc2)cc1N1CCCCC1=O	i	0.0444	44.4
Cn1nc(-c2cccc(NC(=O)c3ccc(S(=O)(=O)N4CCCCC4)cc3)c2)ccc1=O	i	0.0741	56.0
O=C(Cc1ccccc1Cl)NCC1CCN(C(=O)c2cc3ccccc3o2)CC1	i	0.0397	24.7
CCOCN(C(=O)CSc1nc2c(C)cccc2[nH]1)c1c(C)cccc1CC	i	0.146	47.5

By substructure: the compounds so far containing bromine.
SMILES	AMPAR-TARP mod	AMPAR-TARP mod agonism max-min	AMPAR-TARP mod glutamate slope
COc1ccc(-c2ccc(N3CCC(C(=O)Nc4cccc(Br)c4)CC3)nn2)cc1	i	0.125	56.0
Cc1cc(S(=O)(=O)NCc2ccc3c(c2)OCO3)c(C)cc1Br	i	0.114	34.0

(list continues)
SMILES	AMPAR-TARP mod	AMPAR-TARP mod agonism max-min	AMPAR-TARP mod glutamate slope
COC(=O)c1sccc1S(=O)(=O)NCC#CCN1CCc2ccccc2C1	i	0.0348	60.1
Cc1cccc(Nc2ccc(N3CCN(C(=O)/C=C/c4ccco4)CC3)nn2)n1	i	0.269	47.7
O=C(C1COCC(=O)N1Cc1ccccc1)N1CCC(Cc2ccccc2)CC1 (configuration not stated)	i	0.0462	64.5
C=CCNC(=O)NCC1CCN(c2ncccn2)CC1	i	0.0993	60.0
CCN1C(=O)SC(N(CCN2C(=O)CSC2=O)c2cccc(C)c2)C1=O (configuration not stated)	i	0.106	55.4
COCCNC(=O)Cc1ccc(NS(=O)(=O)c2cc(OC)ccc2OC)cc1	i	0.0636	28.5
COc1ccc2nc(-c3ccc(C)c(NS(=O)(=O)c4ccc(C(C)=O)cc4)c3)cn2n1	+	0.0852*	44.2*
O=C(Nc1ccc(C(F)(F)F)cc1)Nc1cccc(N2CCCCC2=O)c1	i	0.0943	52.4
Cn1cccc1C(CNC(=O)c1ccc2c(c1)OCO2)N1CCCC1 (configuration not stated)	i	0.0606	58.1
COCCn1c(SCC(=O)c2ccc(F)cc2)nc2cc(C(=O)NCC(C)C)ccc2c1=O	i	0.0609	52.1
COc1cc(N2CCN(C(=O)C3CCC(=O)N3)CC2)nc(C)n1 (configuration not stated)	i	0.0531	58.8
CC(=O)N1CCN(S(=O)(=O)c2ccc(C(=O)NC3CCCC3)cc2)CC1	i	0.101	65.4
COc1ccc(S(=O)(=O)Nc2cc3c4c(c2)CCN4C(=O)CC3)cc1	i	0.0786	54.2
Cc1ccc(-n2ncc3c(=O)n(NC(=O)C4CCCC4)cnc32)cc1	i	0.0839	72.6
COc1ccc(C(=O)N2CCN(S(=O)(=O)c3ccc(Cl)cc3)CC2)cc1OC	i	0.0979	62.1
Cc1cc(OCC(=O)N2CCN(c3ccc4nncn4n3)CC2)ccc1Cl	i	0.0551	36.6

Screening results as filed in PubChem BioAssay.
